Bioassay records from PubChem BioAssay.
HTR2A ag: mouse HTR2A agonism via beta-arrestin recruitment; AID 624169; 0.66% of 360,000 active; activation, % at 7.6 µM; CHO-K1 mHTR2A beta-arrestin complementation, luminescence; percent of 30 µM serotonin response;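 active means activation above a run cutoff, the mean activation of all tested compounds plus 3 SD, cut at about 14% in these data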;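 further: 0% = plate median of compound wells and 100% = 30 µM serotonin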
Target sequence (P35363 whole entry, looked up): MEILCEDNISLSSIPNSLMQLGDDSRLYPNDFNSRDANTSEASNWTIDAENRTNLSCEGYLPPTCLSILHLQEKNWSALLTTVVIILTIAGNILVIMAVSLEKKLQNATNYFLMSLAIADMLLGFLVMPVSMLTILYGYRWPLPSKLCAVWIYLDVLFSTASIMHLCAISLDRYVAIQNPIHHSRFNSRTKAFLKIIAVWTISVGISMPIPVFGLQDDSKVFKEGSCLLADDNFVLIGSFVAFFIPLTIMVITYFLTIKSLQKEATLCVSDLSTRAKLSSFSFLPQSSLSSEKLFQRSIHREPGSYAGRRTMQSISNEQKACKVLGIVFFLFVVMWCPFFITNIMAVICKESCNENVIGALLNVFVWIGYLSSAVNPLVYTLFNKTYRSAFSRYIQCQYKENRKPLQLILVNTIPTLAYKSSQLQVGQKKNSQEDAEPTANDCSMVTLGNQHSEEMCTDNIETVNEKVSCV
PDI turbidity: blocks human protein disulfide isomerase activity; inhibition, % at 10 µM; P07237; PDI insulin aggregation turbidity, A650, 90 min; 0.052% of 350,000 active;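 active means mean inhibition across replicates of 30% or more, whatever share of single replicates reach that level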;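 further: absorbance from insulin aggregation driven by PDI reduction with DTT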
Target sequence (P07237 whole entry, looked up): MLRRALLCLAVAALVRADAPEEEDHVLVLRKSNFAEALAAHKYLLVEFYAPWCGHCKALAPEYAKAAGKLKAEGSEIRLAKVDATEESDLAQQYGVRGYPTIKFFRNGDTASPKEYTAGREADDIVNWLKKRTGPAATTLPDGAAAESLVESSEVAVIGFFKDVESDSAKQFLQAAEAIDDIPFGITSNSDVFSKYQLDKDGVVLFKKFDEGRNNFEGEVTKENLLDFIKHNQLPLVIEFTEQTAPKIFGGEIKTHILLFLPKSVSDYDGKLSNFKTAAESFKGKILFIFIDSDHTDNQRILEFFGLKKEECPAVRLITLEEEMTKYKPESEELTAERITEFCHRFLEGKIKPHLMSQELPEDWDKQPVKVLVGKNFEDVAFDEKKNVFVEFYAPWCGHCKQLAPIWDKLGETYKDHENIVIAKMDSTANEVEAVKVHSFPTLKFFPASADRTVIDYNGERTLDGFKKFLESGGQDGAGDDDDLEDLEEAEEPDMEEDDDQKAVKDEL
aDG glyco act: alpha-DG glycosylation activation; Pro5-aDG cells, alpha-DG glycosylation AlphaScreen (IIH6); 0% Pro5, 100% B10-LARGE cell signal; AID 624168; activation, % at 10 µM; 0.22% of 360,000 active;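 active means activation of at least 8% versus controls, or a plate z-score of at least 8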;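 further: Pro5 are CHO cells carrying HIG-tagged alpha-DG that lacks glycosylation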
MC4R ag barr: activates human MC4R beta-arrestin recruitment. P32245. U2OS MC4R beta-arrestin complementation, luminescence; percent of melanotan II response, DMSO zero. activation, % at 8.9 µM. 0.98% of 360,000 active. AID 540308;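 active means activation above a per-plate cutoff, the mean activation of sample wells on that plate plus 3 SD, cut at about 8% in these data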
Vif inh: blocks HIV Vif function; inhibition, % at 7.49 µM; HEK293T cells, Vif self-association by quenched fluorescence, imaging, 24 h; 0.35% of 340,000 active; in the data active means inhibition above about 50%, passing the limit was not always enough; further: some results filed as inactive read as strong as hits
N-glyco inh: blocks N-linked glycosylation in D54 reporter cells. AID 588692. D54 ERlucT glycosylation luciferase reporter, 24 h; percent of 100 nM tunicamycin response. reporter increase, % at 12.5 µM. 0.23% of 360,000 active;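 active means mean luciferase reporter signal, scaled so untreated is 0 and the glycosylation-blocking control 100, at or above a set limit in every replicate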;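 further: luciferase carries N-glycosylation sites so blocking glycosylation raises the light; 0% = median of neutral control wells and 100% = median of 100 nM tunicamycin wells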
MC4R antagonist: blocks human MC4R cAMP signaling; 0.48% of 360,000 active; P32245; AID 540295; MC4R-expressing cells, MTII-stimulated cAMP, LANCE TR-FRET; inhibition, % at 6.5 µM;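 active means inhibition above its plate's cutoff, the mean of tested wells on that plate plus 3 SD, cut at about 29% in these data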;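 further: 0% = Melanotan II alone and 100% = Melanotan II plus saturating MCL0020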
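Assay system: U2OS-MC4R stable cell line; Also added: Melanotan II; Technique: Eu-cAMP/anti-cAMP TR-FRET, emission 671 nm; Times: 30-min compound, 1-h challenge, 1-h detection, room temperature.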
H9c2 protect: myocardial damage modulation in H9c2 cells; 0.63% of 360,000 active; protection from H2O2 cell death, % at 20 µM; H9c2 cardiomyocytes, H2O2 injury protection, ATPLite, 2 h;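 active means compounds giving at least 50% protection of heart cells from peroxide-induced death in the single-dose screen, raw or plate-pattern-corrected value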;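 further: 0% = DMSO wells with peroxide and 100% = DMSO wells without peroxide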
CaV13 FRET inh: Primary screen for inhibitors of IQ motif and Ca2+-dependent inactivation inhibitor domain binding in CACNA1D, Förster resonance energy transfer in living cells, … | HEK cells, CFP/YFP FRET ICDI-IQ, plate reader, 10 min; percent FRET-ratio fall versus neutral wells | inhibition, % at 12.3 µM | 0.098% of 340,000 active;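 active means mean replicate inhibition of at least 30% and at least 1% of replicates passing that level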;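 further: 0% = median of the neutral control wells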
ABCB6 inh MLPCN: blocks the human ABCB6 transporter | Q9NP58 | K562-ABCB6 porphyrin accumulation, flow cytometry, 1 h; active compounds read low | fluorescence ratio to DMSO, % at 10 µM | 0.19% of 360,000 active | AID 602162;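 active means fluorescence ratio to DMSO below 75%, the collection mean minus 3 SD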;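 further: signal is porphyrin accumulated inside mitochondria; 100% equals median channel fluorescence of DMSO control wells; lower ratio means ABCB6 inhibition with less porphyrin fluorescence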
Active calls of the source: *; nt = no result given.

SMILES	HTR2A ag	PDI turbidity	aDG glyco act	MC4R ag barr	Vif inh	N-glyco inh	MC4R antagonist	H9c2 protect	CaV13 FRET inh	ABCB6 inh MLPCN
O=C(NC(Cc1ccccc1)C(=O)O)/C(=C/c1ccc(F)cc1)NC(=O)c1ccccc1 (stereo not drawn)	13	2	0.1	0.8	-17	0	4	14	-1	105
Cc1ccc(NC(=O)CCCNC(=O)c2ccc(Cl)cc2)cc1S(=O)(=O)N1CCOCC1	5	3	0.3	3.1	13	0	-7	1	-2	92
CCOc1cccc(C(=O)NC(=S)Nc2ccc(N3CCN(CC)CC3)cc2)c1	-4	0	1.5	-0.9	2	3	-1	8	8	94
CCN(c1ccccc1)S(=O)(=O)c1ccc2c(c1)OCCO2	6	12	0.0	-1.4	-1	-3	-2	0	-6	91
O=C(Nc1ccc(O)cc1)N1CCOCC1	0	15	0.0	-0.7	-5	3	19	-1	9	98
CC(C)NC(=O)COC(=O)Cn1[nH]c(=O)c2ccccc2c1=O	2	4	0.5	-2.6	-14	-1	0	80*	-7	85
COc1ccc(-c2c(C#CC(C)(C)O)c3ccccc3n2C)cc1	-5	-1	0.2	-0.1	nt	0	7	-2	-11	103
Cc1ccc(Nc2ncc3c(=O)[nH][nH]c(=O)c3n2)cc1	5	-5	-0.3	-1.8	6	1	-3	-5	-6	97
COc1ccc(C2OC3=C(Nc4cc(C)c(C)cc4N3)C2=O)cc1 (stereo not drawn)	11	14	-0.1	-1.0	1	-1	9	-6	-4	95
CCOc1ccc(S(=O)(=O)N2CCCC(C(=O)NCc3ccccc3)C2)cc1 (stereo not drawn)	-2	-3	0.4	-0.1	nt	nt	0	-4	-2	95
Nc1ccnn1Cc1cccnc1	3	-1	0.1	-1.3	-3	2	1	0	-4	91
Cc1ccc(N/C=C(\C2OC(=O)c3ccccc32)[N+](=O)[O-])c(C)c1 (stereo not drawn)	-5	-9	-0.2	-1.0	-2	2	25	-1	15	104
CC12CCC(=O)N1C(C(=O)NNC(=O)c1ccc(Cl)cc1)CS2 (stereo not drawn)	4	2	0.1	-0.5	13	1	10	6	-7	97
Cc1cc(NC(=O)COC(=O)COc2ccc(Cl)c(C)c2)no1	4	-1	-0.2	2.1	4	2	7	-4	-5	96
COCc1ccc([C@@H]2C[C@H]3CN(Cc4ccccc4C)C(=O)[C@]34CCCN24)o1	0	1	-0.1	-0.6	-5	0	2	-1	-7	100
COc1cc(C(=O)OCC(=O)NC2CCCCC2)cc2c1OCCO2	4	-6	0.0	0.3	-15	0	7	-2	-5	102
O=C(O)c1cccc(-n2cccc2/C=N/O)c1	-2	5	-0.4	-2.1	-4	2	-5	-2	-4	100
O=C(Nc1ncc([N+](=O)[O-])s1)C1COc2ccccc2O1 (stereo not drawn)	-2	3	0.3	-3.7	-30	-5	9	-20	-5	96
CCOC(=O)c1c(-c2ccccc2)csc1NC(=O)c1cc2ccccc2oc1=O	-1	-3	-0.6	-1.4	-5	-3	-4	10	-5	101
CN1CCSc2ccc(C(=O)Nc3cc(F)ccc3F)cc21	1	-5	0.3	-0.5	1	-7	14	-12	-18	97
CSc1ccc(C(=S)N2CCN(C)CC2)cc1	-2	-1	-0.1	-0.9	-3	-1	-2	-3	nt	95
COc1ccc(Cn2c(CCC(=O)N3CCN(c4ccccn4)CC3)nc3ncccc3c2=O)cc1	0	0	3.0	-2.1	5	-2	0	-2	nt	115
O=C(NCC(c1cccnc1)N1CCN(c2ccccc2)CC1)C1CCCCC1 (stereo not drawn)	-6	2	-0.1	-2.1	4	0	3	4	nt	104
Cc1cc(N2CCN(C)CC2)nc2ccc(NC(=S)N3CCN(c4ccc(Cl)cc4)CC3)cc12	2	12	0.4	3.4	3	1	14	6	-9	93

Shown field by field: entries from further up
Molecule: O=C(Nc1ncc([N+](=O)[O-])s1)C1COc2ccccc2O1 (stereo not drawn)
  HTR2A ag = -2; PDI turbidity = 3; aDG glyco act = 0.3; MC4R ag barr = -3.7; Vif inh = -30; N-glyco inh = -5; MC4R antagonist = 9; H9c2 protect = -20; CaV13 FRET inh = -5; ABCB6 inh MLPCN = 96

Molecule: Cc1cc(N2CCN(C)CC2)nc2ccc(NC(=S)N3CCN(c4ccc(Cl)cc4)CC3)cc12
  HTR2A ag = 2; PDI turbidity = 12; aDG glyco act = 0.4; MC4R ag barr = 3.4; Vif inh = 3; N-glyco inh = 1; MC4R antagonist = 14; H9c2 protect = 6; CaV13 FRET inh = -9; ABCB6 inh MLPCN = 93

Molecule: CC12CCC(=O)N1C(C(=O)NNC(=O)c1ccc(Cl)cc1)CS2 (stereo not drawn)
  HTR2A ag = 4; PDI turbidity = 2; aDG glyco act = 0.1; MC4R ag barr = -0.5; Vif inh = 13; N-glyco inh = 1; MC4R antagonist = 10; H9c2 protect = 6; CaV13 FRET inh = -7; ABCB6 inh MLPCN = 97

Other records follow:
SMILES	HTR2A ag	PDI turbidity	aDG glyco act	MC4R ag barr	Vif inh	N-glyco inh	MC4R antagonist	H9c2 protect	CaV13 FRET inh	ABCB6 inh MLPCN
Cn1c(Sc2ccccc2Cl)c(C=O)c2ccccc21	2	-1	-0.5	0.0	-6	0	5	-15	nt	96
Cc1cccc2c3c([nH]c12)CCNC3	-1	12	-0.2	-1.5	1	0	11	15	-11	98
O=C(NC1CCCCCC1)C1CC(=O)N(c2ccc(Cl)cc2)C1 (stereo not drawn)	8	0	0.1	1.6	2	1	12	4	-4	104
CCCCCCCN1C2=NCCN2c2ccccc21	-2	-2	0.2	4.0	0	-5	12	-8	-5	96
COC(=O)[C@H]1C[C@H](OC(=O)NCc2ccccc2)[C@@]2(O)CN(S(=O)(=O)c3ccc(C)cc3)CC2[C@H]1C(=O)OC (stereo partly drawn)	-5	-1	0.1	0.2	-1	-1	15	-2	-4	94
O=C1CN(S(=O)(=O)c2ccccc2C(F)(F)F)CCN1	-2	5	-0.3	0.6	-5	1	18	-3	-6	95
Cc1ccc(N2CCN(S(=O)(=O)N(C)C)CC2)cc1C	-6	-2	0.2	0.1	-8	0	12	-2	-5	97
CS(=O)(=O)Nc1ccc(N2CCCCC2)c(Cl)c1	4	0	-0.1	0.2	nt	1	1	-6	nt	99
O=C(OCCOc1ccccc1Cl)c1ccc(-n2cnnn2)cc1	-3	2	0.0	1.4	11	3	17	5	-6	98
CC(CCc1ccc(O)cc1)NCc1ccc(Br)cc1 (stereo not drawn)	0	9	0.5	-1.1	5	1	-3	-2	-5	97
N#Cc1c(-c2ccccc2)cc(-c2ccccc2)nc1SCC(=O)O	6	-8	-0.2	-1.4	-2	5	9	2	-4	96
Cn1nnnc1SC(C(=O)Nc1ccc(F)cc1)c1ccccc1 (stereo not drawn)	-3	10	-0.1	-1.0	-8	-1	7	-1	5	95
CC1(C)CC(=O)c2c(oc3cc(O)c(O)cc23)C1	-3	-5	0.1	0.3	-1	-4	-4	90*	-4	98
O=C(Nc1ccc(Br)cn1)C1CCCN1S(=O)(=O)c1ccccc1 (stereo not drawn)	-1	3	-0.4	1.0	30	-1	13	-2	-5	149
CCN(C(=O)Nc1cccc(Cl)c1)c1ccccc1	-2	-6	0.0	-0.2	-4	-2	-1	0	-5	95
Cc1ccc(OCC(=O)N/N=C\c2ccc(C)o2)c(C)c1	-6	0	0.2	-2.5	12	1	7	-2	-5	98
COc1cccc(-n2nc(C(=O)NCC3CCCO3)c3ccccc3c2=O)c1 (stereo not drawn)	7	3	-0.1	-0.3	15	1	12	2	-3	93
Cc1ccccc1OCCCC(=O)NC1CCCCC1	4	-4	0.0	-1.1	-3	2	2	4	-20	95
NC(=O)C1CCN(CC(=O)Nc2cc(Cl)ccc2Oc2ccccc2)CC1	-4	-4	0.1	-0.2	9	-1	6	-3	-4	93
O=C(Nc1ccc(Cl)c(S(=O)(=O)N2CCOCC2)c1)[C@@H]1CCCN1C(=O)c1cccs1	5	3	-0.1	-1.4	15	-1	18	-2	-3	98
CC(NC(=O)c1c(O)c2ccccc2[nH]c1=O)c1ccccc1 (stereo not drawn)	-1	-2	-0.2	-1.8	18	1	15	-3	-6	101
COc1ccc(C2C3=C(CC(C)(C)CC3=O)Oc3ncn4nc(-c5cccnc5)nc4c32)cc1 (stereo not drawn)	3	0	0.0	-0.3	-2	2	6	26	3	94
Nn1c(Cc2cccc3ccccc23)nnc1SCC(=O)NC1CCS(=O)(=O)C1 (stereo not drawn)	7	-2	-0.1	-0.4	1	-1	1	-4	-4	86
COc1ccc(NC(=O)COC(=O)Cc2cccs2)cc1OC	3	-4	0.0	-2.5	0	0	-1	5	-5	97
CC(=O)N1CCCc2cc(S(=O)(=O)N3CCCC(C(=O)Nc4cccc(F)c4)C3)ccc21 (stereo not drawn)	-4	-4	0.0	-2.4	-3	2	8	-8	-16	102
O=C(NCCOc1ccccc1)C1CCC(=O)N(CCCN2CCCC2=O)C1 (stereo not drawn)	0	1	-0.4	0.5	2	-2	-1	-1	nt	85
CC(=O)N1Cc2cc(C(=O)NCC(F)(F)F)nc(-c3cccc(-c4cccnc4)c3)c2[C@H]1CCO	-4	nt	-0.1	nt	nt	nt	nt	nt	-9	92
Cc1oc2ccc(O)cc2c1C(=O)c1ccc(Cl)cc1	0	-2	0.3	3.4	nt	nt	-3	-21	-5	82
CCC(C(=O)Nc1ccc(N2CCOCC2)c(S(=O)(=O)Nc2ccccc2OC)c1)c1ccccc1 (stereo not drawn)	-5	5	-0.2	-2.5	8	-7	16	12	-6	99

Quoted from the listing.
CCCCCCCN1C2=NCCN2c2ccccc21 in MC4R ag barr is entered as 4.0
Cc1ccc(Nc2ncc3c(=O)[nH][nH]c(=O)c3n2)cc1 in ABCB6 inh MLPCN is entered as 97
CSc1ccc(C(=S)N2CCN(C)CC2)cc1 in PDI turbidity is entered as -1
COC(=O)[C@H]1C[C@H](OC(=O)NCc2ccccc2)[C@@]2(O)CN(S(=O)(=O)c3ccc(C)cc3)CC2[C@H]1C(=O)OC (stereo partly drawn) in ABCB6 inh MLPCN is entered as 94
Cn1c(Sc2ccccc2Cl)c(C=O)c2ccccc21 in ABCB6 inh MLPCN is entered as 96
Cc1oc2ccc(O)cc2c1C(=O)c1ccc(Cl)cc1 in aDG glyco act is entered as 0.3
NC(=O)C1CCN(CC(=O)Nc2cc(Cl)ccc2Oc2ccccc2)CC1 in MC4R ag barr is entered as -0.2
